Bioassay records (PubChem)
NOD1 inhibition: inhibition of NOD1-driven NF-kB reporter – cell-based, luminescence, uHTS, primary screen (AID 1578) | NOD1-driven NF-kB luciferase reporter cells, luminescence; higher % means a stronger effect | inhibition, % at 4 µM, or EC50 in µM where a hit was titrated | 1% of 290,000 active; in the data active = inhibition mostly above about 36%, no sharp cut-off; inactive = mostly below about 34%;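 note: HEK-293T reporter cells stimulated with the NOD1 agonist gamma-tri-DAP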
GPR55 activation: GPR55 agonists via beta-arrestin recruitment, primary screen, imaging, U2OS cells, beta-arrestin-GFP redistribution (AID 1961). activation, % at 10 µM, or EC50 in µM where a hit was titrated. 0.048% of 290,000 active. U2OS GPR55 beta-arrestin-GFP redistribution imaging; higher % means a stronger effect;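 active = activation above 40% with more than 50 cells counted in the well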;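 note: U2OS osteosarcoma cells stably expressing GPR55 and beta-arrestin-GFP; plate controls were DMSO negative control for no effect and LPI positive control for full effect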
GPR55 antagonists: inhibition of LPI-stimulated GPR55 beta-arrestin translocation – imaging, U2OS, beta-arrestin-GFP, LPI agonist, primary screen (AID 2013) | one-dose inhibition, % at 10 µM; IC50 in µM for titrated hits | U2OS GPR55 beta-arrestin-GFP translocation imaging, LPI antagonism; higher % means a stronger effect | 0.13% of 290,000 active;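 active = spots per cell inhibited over 60%, with over 100 cells counted and total cytoplasm intensity under 500,000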;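 note: U2OS cells stably carrying GPR55 and arrestin-GFP stimulated by 5 µM LPI near EC80; imaged beta-arrestin-GFP aggregate spots per cell after agonist stimulation; plate controls were LPI-stimulated DMSO wells for no effect and DMSO wells without LPI for full effect; some results filed as inactive read as strong as hits; confirmed hits need IC50 under 10 µM and bright autofluorescent wells are also inconclusive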
HEK293 NOD2/NF-kB: NOD2 signaling inhibitors, cell-based, luminescence, uHTS, HEK293 (AID 1566); HEK293 NOD2/NF-kB luciferase reporter, luminescence; higher % means a stronger effect; one-dose inhibition, % at 4 µM; EC50 in µM for titrated hits; 0.63% of 290,000 active; note: many of its hits are not listed in these tables
Myeloid diff MLP: promotes myeloid progenitor differentiation. calls only at 10 µM. ER-HoxA9 myeloid progenitors, lysozyme-GFP differentiation, flow cytometry. AID 624256. 1% of 360,000 active;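 active = normalized GFP-positive differentiation at or above the plate's own cutoff, the solvent-only control mean plus 3 SD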;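 note: cells exposed to compound for four days before flow analysis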
GPR35 antagonists: GPR35 antagonists blocking zaprinast-driven arrestin recruitment, primary screen, imaging, U2OS, beta-arrestin-GFP, zaprinast agonist (AID 2058); inhibition, % at 10 µM, or IC50 in µM where a hit was titrated; 0.052% of 290,000 active; U2OS GPR35 beta-arrestin-GFP translocation imaging, zaprinast antagonism; higher % means a stronger effect;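 active = inhibition of at least 50% with at least 30 cells and total cytoplasm GFP at most 10,000,000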
KOR beta-arrestin-1: KOR agonists, beta-arrestin recruitment, primary screen, cell-based, luminescence, uHTS (AID 1777); KOR beta-arrestin recruitment, luminescence; higher % means a stronger effect; 0.02% of 280,000 active; one-dose activation, % at 10 µM; EC50 in µM for titrated hits; in the data active = activation above about 50%, passing the limit was not always enough; note: a part of the inactive calls stands beside numbers as strong as those of hits
KOR beta-arrestin-2: kappa opioid receptor blockers – cell-based, luminescence, uHTS (AID 1778) | KOR beta-arrestin recruitment, luminescence, antagonist mode; higher % means a stronger effect | inhibition, % at 10 µM, or IC50 in µM where a hit was titrated | 0.091% of 290,000 active; note: strong numbers were not always called active
HIV peptide binding: inhibitors of HIV fusion peptide binding, primary screen, biochemical, uHTS, fluorescence dequenching (AID 1986). cell-free peptide binding, fluorescence dequenching, 30 min; higher % means a stronger effect. 0.3% of 290,000 active. one-dose inhibition, % at 20 µM; IC50 in µM for titrated hits; in the data active = inhibition mostly above about 52%, no sharp cut-off; inactive = mostly below about 76%; note: some results filed as inactive read as strong as hits
Myeloid diff MLP GFP+ MAC1+ %: recorded beside Myeloid diff MLP, whose call it bears; GFP+ MAC1+ double positive, %; measured here: differentiation confirmed by MAC1 staining
An asterisk follows results filed as active; i = inactive; x = not tested or not shown; [ ] = another dose, or the depositor's remark. Cut-off read from the data, not from the text of the source, unless noted: active = inhibition above about 50%; inactive = the rest. A portion of the library, so the mix of outcomes need not match the whole.

SMILES	NOD1 inhibition	GPR55 activation	GPR55 antagonists	HEK293 NOD2/NF-kB	Myeloid diff MLP	Myeloid diff MLP GFP+ MAC1+ %	GPR35 antagonists	KOR beta-arrestin-1	KOR beta-arrestin-2	HIV peptide binding
COc1ccc(-n2c(C)nnc2SCC(=O)Nc2ccccc2F)cc1	-22%	-0.1%	-2%	3%	i	0.4	-6%	3.0%	8%	0.3%
COCCn1c(C23CC4CC(CC(C4)C2)C3)n[nH]c1=S	31%	0.3%	6%	16%	i	0.7	-12%	-4.3%	-1%	-3.6%
CCC(C(=O)Nc1cc(Cl)ccc1OC)c1ccccc1 (centres undefined)	-16%	0.8%	11%	-1%	i	0.2	7%	-1.7%	27%	0.5%
COCCn1nnnc1C(c1ccc(C(F)(F)F)cc1)N1CCOCC1 (centres undefined)	-11%	0.0%	8%	11%	i	0.6	-4%	-1.5%	-6%	62%
CC(=O)N1CCc2c(sc3c2c(=O)n(-c2ccccc2)c(=O)n3Cc2ccccc2Cl)C1	-8%	0.2%	2%	2%	i	0.0	-1%	-1.6%	-34%	0.6%
CC(=O)/C=C(\C)NCCNc1c(F)c(F)c(CO)c(F)c1F	-9%	-0.2%	-2%	4%	i	1.3	0%	0.4%	-24%	-1.5%
COc1ccc2nc(N3C(=O)CNC3=S)sc2c1	-10%	-0.3%	4%	-67%	i	0.3	-12%	0.5%	60%	0.6%
CCCCC(c1nnnn1Cc1ccco1)N1CCN(C(=O)c2ccco2)CC1 (centres undefined)	-2%	-0.1%	3%	-7%	i	0.4	-2%	3.6%	14%	-1.8%
CCN(CC)C(=O)CN(c1cc(Cl)ccc1OC)S(C)(=O)=O	-28%	0.0%	8%	-6%	i	6.8	-8%	-1.5%	5%	3.2%
CC(c1ccco1)N(C(=O)COc1ccccc1[N+](=O)[O-])c1ccccn1 (centres undefined)	-3%	0.2%	10%	16%	i	0.6	3%	5.2%	16%	-0.6%
Cc1cc(C(=O)NCCCc2ccccc2)no1	-17%	0.2%	-7%	6%	i	5.9	17%	-4.6%	23%	0.5%
CC(N=Cc1c(O)c2ccccc2oc1=O)C(=O)O (centres undefined)	2%	0.7%	-10%	9%	i	0.0	-7%	4.7%	-29%	5.0%
COc1ccc(Cl)cc1C(=O)NNC(=S)NC(=O)/C=C/c1ccco1	4%	-0.2%	14%	-19%	i	0.6	3%	-2.6%	-22%	40%
O=C(CN1C(=O)CSC1=O)NC1CCCCC1	-24%	-0.1%	8%	5%	i	0.5	-6%	-6.0%	41%	-1.1%
O=C1CC2c3ccccc3C1C1C(=O)N(CCc3ccccc3)C(=O)C21 (centres undefined)	-18%	0.4%	4%	0%	i	0.4	-25%	-7.4%	-33%[20 µM]	-0.4%
COc1ccc(C(=O)OCCCN(C)C)cc1OC	-22%	-0.3%	8%	22%	i	0.5	x	1.5%	-14%	-2.2%
CCc1nnc(SCC(=O)Nc2ccc3c(c2)OCO3)o1	5%	-0.1%	9%	1%	i	1.0	-13%	-2.3%	-49%	7.1%
Cc1ccc(NS(=O)(=O)c2c(C)[nH]c(C)c2C(=O)N2CCCCC2)cc1C	2%	0.2%	3%	7%	i	0.8	5%	-3.7%	-53%	2.0%
CC(=O)NC(Cc1ccccc1)C(=O)OCC(=O)c1ccc(Br)cc1 (centres undefined)	-21%	-0.2%	-2%	12%	i	0.4	-3%	0.4%	x	-1.4%
COc1ccc(Cc2noc(CN(C)CCN3CCc4ccccc4C3)n2)cc1OC	39%	-0.2%	3%	-15%	i	0.7	2%	-2.1%	8%	-1.9%
COc1ccc(CN2CCN(Cc3cc4ccccc4o3)CC2CCO)c(F)c1 (centres undefined)	11%	-0.1%	8%	18%	i	1.2	5%	4.6%	-27%[20 µM]	1.6%
O=C1c2ccccc2NC(c2cccc(O)c2)N1Cc1ccco1 (centres undefined)	3%	0.7%	12%	26%	i	0.8	-3%	-2.4%	-1%	-2.0%
C/C(=N\NC(=O)c1ccc2c(c1)OCO2)c1ccc(O)cc1	-9%	0.4%	-6%	-34%	i	0.7	-4%	3.3%	-5%	-1.1%
CCC(=O)Nc1cccc(C2=NOC3(C2)C[C@@H](C(N)=O)N(C(=O)C(c2ccccc2)c2ccccc2)C3)c1 (some centres undefined)	3%	-0.1%	0%	8%	i	2.1	-10%	2.6%	20%	-0.5%
Cn1cccc1/C=C1\SC(=S)N(NC(=O)c2cccc(Cl)c2)C1=O	-31%	0.2%	9%	30%	i	0.6	-6%	1.9%	-8%	26%
CC(=O)Nc1ccc2nc(C3CCCCC3)[nH]c2c1	-3%	-0.1%	-1%	1%	i	0.6	0%	-0.3%	8%	-2.5%
COc1ccc(-n2c(=O)n(Cc3ccccc3)c(=O)c3[nH]cnc32)cc1	-7%	-0.3%	11%	16%	i	0.5	2%	-1.8%	-9%	-0.7%
CCOC(=O)NNc1ccc(C(F)(F)F)cn1	-9%	-0.2%	4%	-8%	i	0.4	-5%	-1.9%	11%	0.2%
O=[N+]([O-])c1ccccc1NCCNc1ncc(C(F)(F)F)cc1Cl	-18%	0.0%	-4%	-23%	i	1.1	-18%	-4.4%	24%	-1.7%
O=C(NNC(=O)c1cc(-c2ccc(Cl)cc2Cl)nc2ccccc12)Nc1ccccc1	-5%	0.2%	19%	-46%	i	0.9	11%	6.9%	-38%	-0.2%

Quoted at random: two entries already listed, in no set order.
SMILES	NOD1 inhibition	GPR55 activation	GPR55 antagonists	HEK293 NOD2/NF-kB	Myeloid diff MLP	Myeloid diff MLP GFP+ MAC1+ %	GPR35 antagonists	KOR beta-arrestin-1	KOR beta-arrestin-2	HIV peptide binding
CCc1nnc(SCC(=O)Nc2ccc3c(c2)OCO3)o1	5%	-0.1%	9%	1%	i	1.0	-13%	-2.3%	-49%	7.1%
O=C(NNC(=O)c1cc(-c2ccc(Cl)cc2Cl)nc2ccccc12)Nc1ccccc1	-5%	0.2%	19%	-46%	i	0.9	11%	6.9%	-38%	-0.2%

(cont.)
SMILES	NOD1 inhibition	GPR55 activation	GPR55 antagonists	HEK293 NOD2/NF-kB	Myeloid diff MLP	Myeloid diff MLP GFP+ MAC1+ %	GPR35 antagonists	KOR beta-arrestin-1	KOR beta-arrestin-2	HIV peptide binding
CC(=O)NCC(=O)NC1(C(=O)NC2CCCC2)CCCCC1	-20%	0.2%	-2%	-7%	i	1.6	3%	-3.9%	7%	-2.1%
Cc1cc(C)cc(-n2nnnc2SCC(=O)Nc2nc(-c3ccc(F)cc3)cs2)c1	-18%	0.2%	5%	-27%	i	5.5	3%	12%	-19%	-2.0%
O=C(COC(=O)c1sc2ccccc2c1Cl)NCC1CCCCC1	-7%	0.5%	-7%	7%	i	0.1	25%	64%	-38%	-1.0%
O=C(C1=NN[C@@H]2C(=O)N(c3cccc(C(F)(F)F)c3)C(=O)[C@H]12)C(c1ccccc1)c1ccccc1	-9%	0.2%	3%	3%	i	0.4	14%	-2.2%	-5%	8.4%
CCNC(=S)N1CCN(S(=O)(=O)c2ccccc2C(F)(F)F)CC1	0%	-0.3%	-3%	21%	i	0.4	-11%	-4.9%	10%	0.1%
Cc1[nH]ccc2c1[nH]c1cc(=O)ccc12	2%	0.0%	12%	24%	i	0.5	4%	-0.4%	10%	0.0%
CCOC(=O)N1CCN(C(=O)c2ccc3c(c2)N(Cc2cc(C)ccc2C)C(=O)c2ccccc2S3=O)CC1 (centres undefined)	32%	4.8µM*	-7%	8%	i	0.7	14%	-7.3%	8%	-1.0%
COc1ccc(NC(C)=O)cc1NC(C)C(=O)Nc1ccc(F)cc1 (centres undefined)	-11%	-0.1%	6%	9%	i	0.3	0%	-1.2%	11%	1.4%
CC(C)(C)c1ccc(-c2nnc(SCCN3C(=O)c4ccccc4C3=O)o2)cc1	-25%	0.2%	6%	13%	i	0.8	4%	-5.4%	-9%	2.2%
CCNC(=S)SCCOc1ccc(C)cc1	-9%	0.2%	7%	20%	i	0.4	-1%	7.6%	31%	2.1%
CCc1cc2c(=O)nc3n(c2s1)Cc1ccccc1/C3=C(/O)c1cccc([N+](=O)[O-])c1	-10%	0.0%	12%	-8%	i	1.7	-17%	-2.2%	16%	16%
CC(=O)N1CC(=O)N(Cc2ccccc2)/C(=C/c2ccccc2)C1=O	-30%	0.6%	-1%	6%	i	0.1	27%	-1.0%	-32%	-0.6%
COc1ccc(CN(C)CC2CCCN(CCc3ccc(F)cc3)C2)cc1OC (centres undefined)	-17%	0.3%	-5%	-35%	i	0.2	10%	-1.3%	-14%	1.2%
O=C(Nc1ccccc1-c1ccccc1)c1ccco1	3%	-0.3%	8%	-9%	i	0.9	-10%	1.7%	2%	3.0%
O=C(NC1CCS(=O)(=O)C1)c1ccc(S(=O)(=O)N2CCCCC2)cc1 (centres undefined)	-20%	-0.1%	-3%	-6%	i	0.2	14%	x	16%[20 µM]	-0.2%
COc1ccc(Nc2nnc(SCc3cc([N+](=O)[O-])cc4c3OCOC4)s2)cc1	-16%	0.2%	-17%	-16%	i	1.1	5%	48%	-214%	-1.6%
Cc1ccc(NC(=O)CN2CCN(CCN=CC3=C(O)CC(c4ccc(C)cc4)CC3=O)CC2)cc1 (centres undefined)	-15%	-0.2%	-8%	8%	i	0.7	-7%	x	-7%[20 µM]	-0.6%
O=C(NCCc1ccccc1)c1ccccc1NC(=O)C1CCCCC1C(=O)O (centres undefined)	-28%	-0.1%	-7%	-26%	x	x	-1%	-4.5%	-35%[20 µM]	1.4%
O=C(NCc1ccccc1)C(c1ccco1)N(C(=O)c1csnn1)C1CC1 (centres undefined)	-19%	0.1%	9%	-6%	i	4.5	2%	1.3%	5%	0.5%
Cc1ccc(NC(=O)CNc2ccc(N3CCOCC3)cc2)cc1S(=O)(=O)N(C)C	-15%	-0.4%	16%	5%	i	0.7	2%	-2.0%	-3%	0.4%
O=c1[nH][nH]cc1C=Nc1ccc(Cl)cc1	-46%	-0.5%	5%	0%	i	0.5	11%	1.2%	-12%	0.8%
Cn1nnnc1SCC(=O)Nc1ccc(Oc2ccccc2)cc1	-35%	-0.2%	11%	-25%	i	0.9	5%	-6.5%	28%	-1.8%
COc1ccc(-c2cc(C(=O)Nc3cc(S(=O)(=O)N4CCOCC4)ccc3N3CCOCC3)c3ccccc3n2)cc1	-8%	1.7µM*	8%	2%	i	0.7	-9%	-2.0%	-16%	-0.1%
COc1ccccc1NC(=O)C1=C(C)NC(=O)NC1c1ccc(C)cc1 (centres undefined)	-9%	-0.1%	5%	3%	i	2.1	5%	-1.7%	4%	-3.0%
